ATG4B inh = ATG4B protease inhibitors, primary screen, biochemical, fluorescence, uHTS; ATG4B cleavage of LC3-PLA2, NBD-HPC fluorescence, 1 h; inhibition, % at 8.33 µM; 340,000 compounds, 0.51% hits; AID 504462, 2011; in the data active = inhibition above about 40%
Target sequence (Q9Y4P1 whole entry, looked up): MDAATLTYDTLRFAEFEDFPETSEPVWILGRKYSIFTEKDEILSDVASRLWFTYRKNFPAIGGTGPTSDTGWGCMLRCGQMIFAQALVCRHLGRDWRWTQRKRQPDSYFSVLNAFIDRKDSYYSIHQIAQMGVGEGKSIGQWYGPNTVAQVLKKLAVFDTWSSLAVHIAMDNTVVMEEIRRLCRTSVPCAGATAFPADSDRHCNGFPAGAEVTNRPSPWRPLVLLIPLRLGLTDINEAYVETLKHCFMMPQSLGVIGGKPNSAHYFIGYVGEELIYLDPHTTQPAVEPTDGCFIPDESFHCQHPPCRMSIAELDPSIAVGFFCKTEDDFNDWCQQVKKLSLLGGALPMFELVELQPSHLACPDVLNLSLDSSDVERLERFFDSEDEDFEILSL
hIAP act = human IAP activators, primary screen, biochemical, luminescence, uHTS. Intestinal-type alkaline phosphatase (Homo sapiens), P09923. purified human IAP, CDP-Star luminescence, 30 min; stronger effect = higher value; 1 = vehicle-only enzyme, 0 = enzyme-free background. activation factor at 10 µM. 330,000 compounds, 0.16% hits. AID 2524, 2010;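 active = activation factor of the enzyme at least 2-fold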; also: the source names both 10 and 20 µM as test concentration; values of inactives mirror those of a sister screen read the other way
SENP6 block = SENP6 protease inhibitors, primary screen, biochemical, luminescence, uHTS; Sentrin-specific protease 6 (Homo sapiens), Q9GZR1; Recombinant SENP6 catalytic domain, aminoluciferin luminescence; inhibition, % at 10 µM; 330,000 compounds, 1.8% hits; AID 2599, 2010;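 active = inhibition above about 50% at the single tested dose, limit read from the data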;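 also: plate controls were DMSO wells with enzyme for no effect and DMSO wells lacking enzyme for full effect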
PfGluPho inh = PfG6PD enzyme inhibitors, primary screen, biochemical, fluorescence intensity, uHTS; inhibition, % at 20 µM; 350,000 compounds, 0.78% hits; glucose-6-phosphate dehydrogenase-6-phosphogluconolactonase (Plasmodium falciparum 3D7); PfGluPho enzyme, NADPH resazurin-diaphorase fluorescence;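 active = inhibition reaching at least a set limit at 20 µM in the primary screen, cut at about 59% in these data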;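 also: 0% = DMSO wells with substrate and 100% = DMSO wells lacking glucose-6-phosphate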
SENP8 inh = human SENP8 protease inhibitors, primary screen, biochemical, fluorescence, Nedd8 protein substrate, uHTS; Sentrin-specific protease 8 (Homo sapiens), Q96LD8; recombinant SENP8; inhibition, % at 20 µM; 360,000 compounds, 0.64% hits; AID 602440, 2012; in the data active = inhibition mostly above about 40%, no sharp cut-off; inactive = mostly below about 27%
Target sequence (Q96LD8 whole entry, looked up): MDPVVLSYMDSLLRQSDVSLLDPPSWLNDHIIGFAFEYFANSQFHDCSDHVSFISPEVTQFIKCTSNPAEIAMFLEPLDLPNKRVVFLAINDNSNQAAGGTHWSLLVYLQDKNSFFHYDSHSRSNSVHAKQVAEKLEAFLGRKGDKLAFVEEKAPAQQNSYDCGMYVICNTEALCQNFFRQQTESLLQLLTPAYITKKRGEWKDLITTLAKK
MPTP block = mitochondrial permeability transition pore inhibitors, primary screen, biochemical, isolated mouse mitochondria, absorbance | Ca2+ swelling absorbance, 30 min | inhibition, % at 10 µM | 360,000 compounds, 1.4% hits | AID 602449, 2012;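 active = inhibition of 50% or more, scaled per plate between neutral and stimulator controls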;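 also: 0% = DMSO wells given calcium and 100% = 1 mM EGTA wells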
NR3A LBD binder = binders of NR3A ligand-binding domain, primary screen, biophysical, differential scanning fluorimetry, uHTS; Glutamate receptor ionotropic, NMDA 3A (GRIN3A) ligand-binding domain; NR3A LBD differential scanning fluorimetry, Tm shift; 0% = protein alone, 100% = glycine-bound protein; Tm shift relative to glycine control, % at 25 µM; 340,000 compounds, 2.5% hits; AID 1259313, 2017;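 active = melting temperature shift of at least 10% of the positive control shift, at one fixed dose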
SENP1 FRET inh = human SENP1 catalytic domain inhibitors, primary screen, biochemical, FRET, uHTS; Sentrin-specific protease 1 (Homo sapiens), Q9P0U3; recombinant SENP1 catalytic domain, CyPet-SUMO1-YPet FRET cleavage; inhibition, % at 10 µM; 360,000 compounds, 0.21% hits;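 active = inhibition at least 30% at 10 µM, raw YFP signal under a set limit, fluorescence ratio 0.5 to 1.5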;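 also: 0% = enzyme with DMSO and 100% = no enzyme wells; some results filed as inactive read as strong as hits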
Target sequence (Q9P0U3 419-644 limits assumed): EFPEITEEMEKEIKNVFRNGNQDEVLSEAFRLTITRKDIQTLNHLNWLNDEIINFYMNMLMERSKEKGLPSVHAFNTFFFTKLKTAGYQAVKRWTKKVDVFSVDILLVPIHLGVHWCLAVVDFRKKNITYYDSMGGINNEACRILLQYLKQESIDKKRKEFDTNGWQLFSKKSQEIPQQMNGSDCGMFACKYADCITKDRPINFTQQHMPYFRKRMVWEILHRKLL
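Assay system – human recombinant His6-tagged SENP1 catalytic domain enzyme · Input – SENP1 enzyme, 20 pM final · Buffer or medium – Tris pH 8 buffer plus EDTA, NaCl, BME, BSA, NP40, catalase · Schedule – 50 min reaction at room temperature · Technique – FRET read of cyan and yellow fluorescence · Control set – no-enzyme wells low, DMSO-plus-enzyme wells high control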
Numbers without * were called inactive; · = not tested or not shown.

SMILES	ATG4B inh	hIAP act	SENP6 block	PfGluPho inh	SENP8 inh	MPTP block	NR3A LBD binder	SENP1 FRET inh
NCC1CC2c3ccccc3C1c1ccccc12 (stereo not drawn)	-2	0.94	-15	10	25	0.4	0	2
CCOC(=O)C(NCc1ccc2c(c1)OCO2)(NC(=O)c1ccccc1)C(F)(F)F (stereo not drawn)	3	1.1	11	0	14	-1.0	0	0
Cc1ccc(CNC(=O)CSc2ncn[nH]2)cc1	1	1.1	-11	-1	15	-1.7	-2	3
CNC(=S)N(Cc1ccc(OC)cc1)C1CC(=O)N(c2ccc(OC)cc2)C1=O (stereo not drawn)	8	1.1	-8	-11	28	-1.3	18*	0
C[C@@H](C(=O)NCCc1c[nH]c2ccccc12)[C@@H]1C[C@@]1(C)[C@@H](NC(=O)OCc1ccccc1)c1ccccc1	-4	1.1	-8	6	-12	0.0	-1	0
CCCN1CCc2c(sc(NC(=O)c3ccc(S(=O)(=O)N4CCN(C(=O)OCC)CC4)cc3)c2C(N)=O)C1	-5	1	8	8	-105	0.1	-3	-31
COc1cccc(-c2nc(CS(=O)(=O)CC(=O)NCCCN3CCOCC3)c(C)o2)c1	-7	1	-7	5	14	-1.6	-2	2
Cc1ccc(-n2ncc(Cl)c2C(=O)NCc2ccccc2)cc1	3	0.76	-42	-6	18	0.1	2	1
CC(C)C(=O)Nc1ccc(C(=O)CN2C(=O)NC3(CCOc4ccccc43)C2=O)cc1 (stereo not drawn)	-29	1.2	-4	-3	-14	-1.5	-1	-9
Cc1nc(N(C)C)c2sc(=S)n(-c3ccccc3)c2n1	-4	1.2	-4	-16	18	-0.8	-1	-1
Cc1ccc2sc3ccc(NC(=O)c4ccccc4Cl)cc3c(=O)c2c1	14	0.94	3	35	-280	24	-1	-30
Cc1cccc(-n2c(C)cc(/C=C3\NC(=O)NC3=O)c2C)c1	2	0.94	-4	15	-160	2.2	0	-10
COc1cc(CNC(=O)C2CC2)ccc1OCc1ccccc1	4	0.88	55*	-6	2	-0.1	-1	1
COc1cc(/C=C2/SC(=O)N(CC(=O)N3CCCC3)C2=O)ccc1Oc1ccc([N+](=O)[O-])cn1	-2	1.1	-9	7	-3	0.5	13*	1
CCc1cccc(C)c1NC(=O)CN(C)Cc1ccccc1F	0	1.1	-4	-28	0	-0.1	-1	3
O=C(O)CSc1cccc2cccc(C(=O)O)c12	-9	0.9	-9	-2	7	-1.9	-1	3
Nc1[nH]c(=S)nc2nc(-c3ccccc3)c(-c3ccccc3)nc12	-3	1	-10	5	-170	-1.1	-3	-88
O=C(NCC(O)c1ccccc1)c1ccccc1 (stereo not drawn)	-3	0.88	-14	1	12	1.9	2	0
CN(C)c1ccc(/C=C2\Oc3ccc(C#Cc4cccc(N)c4)cc3C2=O)cc1	-6	0.85	-18	12	-489	0.3	5	-22
CC(NC(=O)C(Cc1ccccc1)n1cccc1)c1ccccc1 (stereo not drawn)	-5	1	-10	-7	26	3.7	-3	3
Cc1ccc(S(=O)(=O)N2CCCCC2)cc1NC(=O)c1ccc(Br)o1	-45	0.91	-6	-5	9	0.3	0	1
OC(CCN1CCC2CCC(C2)C1)c1ccc(Br)cc1 (stereo not drawn)	-7	·	·	-24	21	0.4	-1	1
COc1ccc(CCNc2cn[nH]c(=O)c2Cl)cc1OC	-5	1.1	-5	-3	7	-0.3	-1	3
N#C/C(=C\c1ccncc1)c1nc2ccccc2c(=O)[nH]1	-6	1.1	-2	18	-53	-0.2	1	-4
O=C(COc1ccc(C(=O)c2ccccc2)cc1)Nc1ncccc1O	-7	1.6	-21	18	-1	-1.0	0	-2
CCOc1cc(C#N)c(NC(=O)Cn2nnc3ccccc32)cc1OCC	-8	0.86	4	-4	5	-0.1	0	0
O=c1[nH]c(NCCCO)nc2c1C1(CCCC1)Cc1ccccc1-2	-34	0.92	10	12	-302	3.5	-11	-1
O=C(NNc1ccc([N+](=O)[O-])cc1)Nc1ccccc1	-2	0.96	-12	74*	37	2.0	3	1
CC(=NCC1CCCO1)C1=C(O)CC(C)(C)CC1=O (stereo not drawn)	2	0.82	8	2	19	-0.3	0	2
C/C(=N\Nc1nc2c(s1)CCCC2)c1ccccc1	-4	1.1	-50	41	6	-0.5	-4	-2
COc1cccc(/C=C2/C(=O)NN(c3ccc(Br)cc3)C2=O)c1O	-6	1.1	-18	54	11	34	2	3
Nc1ccc(Oc2ccccc2-c2ccccc2)cc1	2	1.2	5	-13	8	0.6	-1	2
O=C(COc1ccc([N+](=O)[O-])cc1)NCCc1nc2ccccc2[nH]1	-4	0.93	-46	-9	13	2.0	0	0
CCC(=O)Nc1nc2c(s1)COc1ccccc1-2	0	0.81	0	-1	7	-1.3	0	0
Cc1cc(S(=O)(=O)N(Cc2ccccn2)Cc2ccco2)ccc1-n1cnnn1	0	1.1	-4	-3	-10	0.2	1	0
COc1ccc(/C=N/NC(=O)c2ccco2)cc1Cn1nc(C)c([N+](=O)[O-])c1C	0	1.1	0	-6	-5	1.6	0	1
CC(=O)C1(C)N(O)C(C)(C)C(c2cccs2)=[N+]1[O-] (stereo not drawn)	7	1.1	13	0	14	0.6	5	-1
CN(CC(=O)N1CCN(Cc2ccccc2)CC1)S(=O)(=O)c1cccc2nsnc12	-8	0.95	-7	-2	15	-2.4	-2	2
Cc1ccc(OCC(=O)Nc2ccc(N3CCN(S(C)(=O)=O)CC3)cc2)cc1C	1	0.89	6	-7	8	5.4	3	0
COCCNC(=O)C(c1ccc(C)o1)N(Cc1ccccc1)C(=O)Cn1nnc2ccccc21 (stereo not drawn)	-6	1.1	0	-6	29	0.9	-4	4
CCc1ccc(OCc2nnc(SCC(=O)NCc3ccco3)o2)cc1	-8	1.1	-14	4	15	0.4	-2	-1
Cc1cc(C(=O)NC2CCCc3c2cnn3-c2cccc(C)c2C)c(C)o1 (stereo not drawn)	-2	1.3	-5	14	-11	12	1	-4
CCOC(=O)c1cc(C#N)c(=S)[nH]c1C	0	1	1	10	-14	-2.6	-9	15
CC1(C)OC(c2ccccc2)=C/C(=C/C=N/NC(=O)c2ccncc2)O1	-7	0.97	-14	-6	41*	-1.4	0	3
COCCCn1c(=O)c2ccccc2n(Cc2ccc(C)cc2)c1=O	4	1.2	7	-9	15	-1.1	-1	-7
CN(C)C(=O)COC(=O)c1cccc(S(=O)(=O)Nc2ccc(OCc3ccccc3)cc2)c1	-14	1.2	-6	-3	5	-0.6	-11	1
COc1ccc2c(c1)OC[C@H]1[C@H]2N2C(=O)CN(Cc3ccccc3)C(=O)[C@@]2(C)[C@H]1c1ccccc1	0	·	·	-3	8	-0.2	-2	11
CCC(=O)NCCN1CCN(C(=O)CC)CC1	-6	1.1	-6	-4	22	-1.8	0	2
COc1ccc(CN(C)C(=O)CNC(=O)c2sc3ccccc3c2Cl)c(OC)c1	·	·	·	16	11	1.7	·	1
O=C(O)c1ccccc1-c1nc2cc(Cl)ccc2c(=O)n1O	1	0.95	3	-5	-60	1.3	1	-1
CCc1cccc2c(C(=O)C(NCCOC)c3ccccc3)c[nH]c12 (stereo not drawn)	-4	0.89	-4	1	4	-0.5	-2	4
O=S(=O)(c1cccs1)N1CCN(c2ncccn2)CC1	-4	1	3	-3	18	1.5	0	1
CCOC(=O)C1C(=O)NC(c2ccccc2)=NC1c1ccc(F)cc1 (stereo not drawn)	-8	0.87	-2	-6	13	-4.2	1	0
O=C(NNC(=S)Nc1ccccc1Cl)c1ccccc1Cl	10	1.4	73*	18	8	-1.1	-10	0
O=C1ON=C(c2ccc([N+](=O)[O-])cc2)/C1=C/c1ccccc1O	3	0.86	6	9	13	0.6	-13	1
CC1CC(=O)N(CC(=O)Nc2ccc(F)cc2)c2ccccc2S1(=O)=O (stereo not drawn)	0	1.2	22	12	4	-2.0	-2	-2
O=C1c2cccc3cccc(c23)C(=O)N1Nc1ccccc1	-14	1	-12	12	2	0.0	1	0
Cc1cccc(-c2c3c(=O)n(C)c(=O)n(C)c3cn2CC2CCCO2)c1 (stereo not drawn)	-5	0.87	1	-13	5	1.7	1	-14
O=C(CSC1CCCCC1)Nc1nccs1	3	1.1	4	1	13	0.5	0	-1
CC(CCc1ccccc1)N1CCN(C)CC1 (stereo not drawn)	8	1.1	-13	-13	7	-0.3	0	0

Two compounds picked at random from those above:
SMILES	ATG4B inh	hIAP act	SENP6 block	PfGluPho inh	SENP8 inh	MPTP block	NR3A LBD binder	SENP1 FRET inh
O=C(CSC1CCCCC1)Nc1nccs1	3	1.1	4	1	13	0.5	0	-1
O=C1c2cccc3cccc(c23)C(=O)N1Nc1ccccc1	-14	1	-12	12	2	0.0	1	0

Single records, as listed above:
O=C(O)c1ccccc1-c1nc2cc(Cl)ccc2c(=O)n1O as listed: ATG4B inh: 1; hIAP act: 0.95; SENP6 block: 3; PfGluPho inh: -5; SENP8 inh: -60; MPTP block: 1.3; NR3A LBD binder: 1; SENP1 FRET inh: -1
O=C(CSC1CCCCC1)Nc1nccs1 as listed: ATG4B inh: 3; hIAP act: 1.1; SENP6 block: 4; PfGluPho inh: 1; SENP8 inh: 13; MPTP block: 0.5; NR3A LBD binder: 0; SENP1 FRET inh: -1
COc1ccc(CN(C)C(=O)CNC(=O)c2sc3ccccc3c2Cl)c(OC)c1 as listed: ATG4B inh: ·; hIAP act: ·; SENP6 block: ·; PfGluPho inh: 16; SENP8 inh: 11; MPTP block: 1.7; NR3A LBD binder: ·; SENP1 FRET inh: 1

Next section
SMILES	ATG4B inh	hIAP act	SENP6 block	PfGluPho inh	SENP8 inh	MPTP block	NR3A LBD binder	SENP1 FRET inh
Cc1ccc(-c2nn(-c3ccccc3)cc2/C=C/C(=O)OCC(=O)NC2CC2)o1	-5	1	-8	12	-419	-1.2	0	-6
O=C(Nc1sc2c(c1C(=O)O)CCC2)c1ccccc1F	9	1.3	94*	44	-137	0.8	2	-1
O=C1CC(c2cccc(F)c2)SC(N(c2ccccc2)c2ccccc2)=N1 (stereo not drawn)	1	0.8	-19	-14	3	-1.0	-1	1
CC(=O)NC(Cc1ccc(F)cc1)C(=O)NC1CCN(C(=O)Nc2ccc(F)cc2)CC1 (stereo not drawn)	1	0.85	-39	10	5	-1.1	-1	-2
CC(=O)c1cccc(NC(=O)NC2CCCCCCC2)c1	7	1.2	-16	0	-75	0.3	0	1
CCCc1cc(=O)[nH]c2nnc(SCC(=O)NC3CCCC3)n12	1	0.96	-4	23	-2	-0.5	-1	1
CCN=C1SC(CC(=O)NCC)C(=O)N1CC (stereo not drawn)	-2	1.2	-5	2	4	-2.5	0	-3
C[C@H](NC(=O)C1CC(=O)N(c2ccc3c(c2)OCO3)C1)C(=O)NC1CCCC1 (stereo partly drawn)	1	1	-7	2	4	-0.8	-3	1
NC(=O)C1CCN(c2nc(-c3ccccc3Br)cs2)CC1	-3	1	0	17	·	·	-1	·
C=CCc1c(C)nc(-c2ccccc2)nc1N/N=C(\C)c1ccccc1	-4	0.95	-22	14	-25	1.5	-9	-2
COc1cc(C)c(NC(c2ccccc2)c2ccccc2)cc1OC	6	1.1	1	-1	1	2.2	-1	2
C=CCn1c(SCC(=O)Nc2c(C)n(C)n(-c3ccccc3)c2=O)nc2scc(-c3ccccc3)c2c1=O	-15	0.97	6	-2	4	-1.3	0	-1
N#Cc1c(NC(=O)CSc2nc(-c3ccco3)cc(C(F)(F)F)n2)sc2c1CCCC2	-8	1.1	-26	17	22	2.2	-16	0
